# Compound activity as filed in PubChem.
# Bim-Bcl-W – inhibitors of Bim-Bcl-W interaction, human; Q92843; bead-based flow cytometry, Bim peptide-Bcl-W binding; inhibition, % at 10 µM; 0.02% of 190,000 active;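 further: 0% = bound tracer without compound and 100% = peptide blocker; higher means less fluorescent Bim peptide bound to Bcl-W beads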
# Bfl-1 Bim block – inhibitors of Bim-Bfl-1 interaction, human | Q16548 | Bead-based flow cytometry, Bim-Bfl-1 binding inhibition | inhibition, % at 10 µM | 0.12% of 190,000 active | AID 1008;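 further: 0% = wells without compound plus tracer and 100% = blocker peptide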
# RGS7-Gao – modulates binding of RGS7 to human Galphao; P09471; Multiplexed bead flow cytometry; actives lie on both sides; binding response (% of control), % at 10 µM; 0.35% of 220,000 active; in the data active means binding response below about 49% or above about 150%; inconclusive means no clear call, values can overlap the other calls; inactive means in between;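 further: fluorescent Galphao held in activated GDP-AlF4 state binding bead-coupled RGS7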
# ABCB1 inh – inhibitors of human ABCB1 transporter, ABCG2 counter-screen. P08183. CCRF-Adr cells, JC-1 efflux, flow cytometry. inhibition, % at 6.6 µM. 0.067% of 190,000 active. AID 1326; in the data active means inhibition above about 40%;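 further: 0% = vehicle and 100% = reference inhibitor; higher value means more JC-1 retained so stronger ABCB1 efflux block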
# ABCG2 inh – blocks JC-1 efflux by human ABCG2 transporter; Q9UNQ0; IgMXP3 cells, flow cytometry; inhibition, % at 6.6 µM; 0.1% of 190,000 active;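 active means inhibition above 80%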;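 further: 0% = DMSO and 100% = nicardipine control wells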
# Target sequence (Q9UNQ0 whole entry, looked up): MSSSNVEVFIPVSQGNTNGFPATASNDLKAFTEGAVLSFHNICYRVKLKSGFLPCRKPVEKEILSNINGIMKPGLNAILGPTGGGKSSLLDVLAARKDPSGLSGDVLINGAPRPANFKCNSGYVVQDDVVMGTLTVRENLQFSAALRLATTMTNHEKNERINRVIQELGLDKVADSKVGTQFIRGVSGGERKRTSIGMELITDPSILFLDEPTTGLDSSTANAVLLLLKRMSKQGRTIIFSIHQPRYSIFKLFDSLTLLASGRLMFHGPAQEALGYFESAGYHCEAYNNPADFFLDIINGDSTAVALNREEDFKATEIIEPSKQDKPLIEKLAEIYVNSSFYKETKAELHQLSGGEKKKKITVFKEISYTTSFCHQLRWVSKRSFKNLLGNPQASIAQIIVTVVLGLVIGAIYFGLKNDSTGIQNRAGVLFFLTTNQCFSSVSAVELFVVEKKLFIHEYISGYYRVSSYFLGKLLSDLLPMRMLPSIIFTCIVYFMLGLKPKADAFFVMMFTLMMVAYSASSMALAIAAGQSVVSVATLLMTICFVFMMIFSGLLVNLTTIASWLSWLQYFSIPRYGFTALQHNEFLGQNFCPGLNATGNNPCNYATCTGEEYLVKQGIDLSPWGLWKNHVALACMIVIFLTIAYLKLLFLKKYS
#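 Times: 10 min at 25 °C | Test system: Two drug-resistant human cell lines, ABCG2 and ABCB1 | Quantity: 3 million cells/mL final, two lines in 1:1 ratio | Signal: Flow cytometry, 530 nm JC-1 signal | Dosing: Compound at 6.6 µM | Controls: Nicardipine and DMSO wells | Reagent: JC-1 as fluorescent efflux pump substrate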
# Bcl-2 Bim block – human Bim-Bcl-2 interaction inhibition; AID 950; 0.06% of 190,000 active; Bead-based flow cytometry, Bim peptide-Bcl-2 binding; inhibition, % at 10 µM; in the data active means inhibition above about 40%; inconclusive means no clear call, values can overlap the other calls;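 further: 0% = no compound wells with probe peptide and 100% = reference peptide inhibitor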
# RGS4-Gao reg – human RGS4-Galphao interaction regulation. AID 1415. Multiplexed bead flow cytometry, RGS4-Galphao binding; actives lie on both sides. binding response (% of control), % at 10 µM. 0.33% of 220,000 active; in the data active means binding response below about 49% or above about 150%; inactive means in between;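 further: fluorescent Galphao activated with aluminum fluoride binding bead-coupled RGS4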
# Mcl-1 Bim block – human Bim-Mcl-1 interaction inhibition | Q07820 | Bead-based flow cytometry, Bim peptide-Mcl-1 binding | inhibition, % at 10 µM | 0.1% of 190,000 active | AID 1009;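 further: 0% = no compound tracer wells and 100% = peptide blocker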
# Target sequence (Q07820 whole entry, looked up): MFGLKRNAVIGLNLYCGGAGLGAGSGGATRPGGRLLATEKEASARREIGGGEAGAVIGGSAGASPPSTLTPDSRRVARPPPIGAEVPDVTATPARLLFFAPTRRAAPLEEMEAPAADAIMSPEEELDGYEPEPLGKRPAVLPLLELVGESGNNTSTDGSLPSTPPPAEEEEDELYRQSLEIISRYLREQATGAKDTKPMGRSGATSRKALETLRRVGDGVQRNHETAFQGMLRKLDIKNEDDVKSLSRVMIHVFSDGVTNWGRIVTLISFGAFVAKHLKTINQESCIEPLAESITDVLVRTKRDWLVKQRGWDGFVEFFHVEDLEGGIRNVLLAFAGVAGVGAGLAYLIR
# Bim-Bcl-B – human Bim-Bcl-B interaction inhibition | AID 951 | inhibition, % at 10 µM | 0.073% of 190,000 active | bead-based flow cytometry, Bim peptide-Bcl-B binding;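 further: 0% = tracer peptide without compound and 100% = reference inhibitor peptide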
# RGS8-Gao reg – regulators of human RGS8-Galphao interaction | response (percent of control binding), % at 10 µM | P09471 | AID 1423 | multiplexed bead flow cytometry, RGS8-Galphao binding; actives lie on both sides | 0.34% of 220,000 active; in the data active means response below about 60% or above about 140%; inactive means in between;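 further: Galphao activated as the GDP aluminium fluoride complex binding bead-coupled RGS8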
# Bcl-XL Bim block – disrupts Bim peptide binding to human Bcl-XL | Q07817 | bead flow cytometry, fluorescence | inhibition, % at 10 µM | 0.04% of 190,000 active | AID 1007
# Active calls of the source: *; ? = inconclusive. Unless noted, no stated cut-off is given here; in the data, active means inhibition above about 40%.
SMILES,Bim-Bcl-W,Bfl-1 Bim block,RGS7-Gao,ABCB1 inh,ABCG2 inh,Bcl-2 Bim block,RGS4-Gao reg,Mcl-1 Bim block,Bim-Bcl-B,RGS8-Gao reg,Bcl-XL Bim block
COc1ccc(-c2cc3nc(C)c(CCC(=O)NCc4ccco4)c(C)n3n2)c(OC)c1,-8.0,-5.0,95.9,0.4,20.8,-11.0,99.4,-9.0,-6.0,92.7,-11.0
O=C(C1=C(Nc2ccccc2)c2ccccc2S(=O)(=O)N1)c1ccccc1,25.0,31.0,105.1,-0.3,-1.1,19.0,106.4,16.0,17.0,100.6,29.0
CCOC(=O)c1c(/N=C/N(C)C)sc(C(=O)OC)c1C,1.0,-12.0,97.0,-1.9,1.4,-4.0,96.7,0.0,-5.0,101.4,-7.0
Cc1cccc(NC(=O)CSc2nc3ccc(N4C(=O)c5ccccc5C4=O)cc3s2)c1C,-6.0,1.0,103.1,0.4,0.6,0.0,105.5,-6.0,-8.0,101.7,-3.0
Cc1c(C(=O)N/N=C/c2ccncc2)no[n+]1[O-],-1.0,-7.0,101.3,1.4,5.1,-4.0,101.2,0.0,-3.0,107.0,-1.0
CSC1=NC(=O)/C(=C/c2ccc(SC)cc2)S1,-1.0,-4.0,104.8,0.5,3.0,0.0,102.6,1.0,-1.0,106.6,-2.0
C=CCn1c(SCC(=O)NC2CCCC2)nc2scc(-c3ccco3)c2c1=O,6.0,0.0,91.5,-0.1,1.3,-10.0,92.1,1.0,-4.0,100.7,0.0
Cc1ccc(OCC(=O)Nc2ccc(CN3CCCCC3)cc2)c(C)c1,3.0,-2.0,?,0.5,2.2,0.0,98.5,3.0,-2.0,100.7,2.0
Cc1cc(C)nc(NC(=O)CSc2nccc(C)n2)n1,-3.0,0.0,110.3,0.3,0.6,-2.0,106.2,0.0,-3.0,105.8,1.0
Cc1nsc(Nc2ccc([N+](=O)[O-])cc2)c1C#N,-2.0,-1.0,103.3,1.0,11.5,-1.0,103.4,3.0,-5.0,101.8,-4.0
CCN(C(=O)COC(=O)c1cc(-c2cccc3ccccc23)nc2ccccc12)C1CCS(=O)(=O)C1 (stereo not drawn),-5.0,-1.0,100.8,7.5,8.0,-2.0,104.0,-4.0,-5.0,101.8,-7.0
Cc1ccc(N2C(=O)c3n[nH]c(C)c3C2c2cccnc2)cc1 (stereo not drawn),-4.0,1.0,101.3,0.1,0.0,2.0,101.6,-1.0,-3.0,100.8,-2.0
CCNC(=S)N/N=C/c1ccc(C#N)cc1,-4.0,3.0,101.0,-0.2,17.5,0.0,102.3,0.0,-2.0,97.7,-4.0
O=C(Nn1cnnc1)c1ccc([N+](=O)[O-])cc1,0.0,-4.0,68.3,0.2,0.5,-2.0,75.3,-2.0,-7.0,97.3,-2.0
O=C(Cc1cccs1)Nc1nc2c(ccc3ccccc32)s1,0.0,-2.0,91.2,0.3,17.3,-2.0,89.6,-3.0,0.0,88.4,1.0
O=C(N/N=C/c1cccs1)C(=O)N1CCCC1,0.0,-6.0,104.8,-0.2,2.1,-2.0,102.8,0.0,-2.0,101.9,-1.0
Cc1nc2c([nH]c3ccccc32)c(=O)n1N,1.0,0.0,99.1,0.1,1.1,-1.0,103.9,-2.0,-2.0,102.6,0.0
O=C(Nc1cnn(Cc2ccc(Cl)cc2Cl)c1)c1cc(-c2cccs2)on1,0.0,-2.0,102.4,-2.3,0.2,0.0,96.2,1.0,-2.0,98.2,0.0
O=C(c1ccc2c(=O)n(Cc3ccco3)c(=S)[nH]c2c1)N1CCN(c2ccccc2)CC1,-2.0,2.0,96.8,-0.1,-0.6,-3.0,95.6,-2.0,-2.0,93.9,-2.0
O=C1NCCCC1C(=O)Nc1ccccn1 (stereo not drawn),0.0,-1.0,92.0,0.1,-0.1,-1.0,95.5,-6.0,0.0,95.2,-1.0
CCCOc1ccc(N2CC(C(=O)NCCc3ccc(OC)c(OC)c3)CC2=O)cc1 (stereo not drawn),-1.0,-6.0,98.2,-0.2,2.1,-8.0,98.5,-3.0,-9.0,95.7,-5.0
O=c1c2cccnc2n(-c2ccccc2)n1Cc1ccc(Cl)cc1,-1.0,-5.0,102.5,1.1,2.8,1.0,105.9,-2.0,-2.0,103.8,-3.0
Cc1ccc(C(=O)Cn2c(N3CCOCC3)nc3c2c(=O)n(C)c(=O)n3C)cc1,0.0,-2.0,96.3,1.3,5.8,0.0,97.2,2.0,3.0,98.1,-1.0
CCOC(=O)c1cc(-c2cc(OC)c(OC)c(OC)c2)nc2c1c(=O)[nH]c(=O)n2Cc1ccccc1,0.0,-5.0,?,12.9,31.8,-4.0,98.5,0.0,-2.0,97.9,0.0
O=C(O)c1ccc2c(c1)N(Cc1ccccc1F)C(=O)c1ccccc1S2=O (stereo not drawn),3.0,-7.0,100.4,0.2,2.4,-6.0,99.9,0.0,-5.0,97.1,-3.0
Cc1ccc(CNC(=O)c2ccccc2N)cc1,-7.0,-1.0,100.8,1.0,3.2,-4.0,102.4,0.0,-3.0,102.6,-4.0
O=S(=O)(c1ccc(-c2ccccc2)cc1)N1CCCC1,-3.0,-7.0,105.7,1.3,2.6,-7.0,105.7,0.0,-2.0,103.6,-5.0
CC1CCN(CC(=O)Nc2cccc(Cl)c2)CC1,-1.0,-3.0,?,0.3,0.7,3.0,103.1,3.0,-4.0,100.5,-3.0
COc1cc([N+](=O)[O-])ccc1NC(=O)Nc1ccc2c(c1)OCCO2,2.0,-5.0,99.6,0.5,3.4,-2.0,103.2,2.0,-1.0,102.0,1.0
C/C(=N\N(Cc1ccccc1)c1ccccc1)c1cccnc1,0.0,-4.0,98.2,0.7,4.1,0.0,100.0,-2.0,-4.0,100.6,-2.0
O=C(Cc1c[nH]c2ccccc12)NCc1ccc(Cl)cc1Cl,1.0,2.0,101.0,0.2,12.8,-2.0,100.8,-3.0,-4.0,101.8,-3.0
CCN(CC)S(=O)(=O)c1cccc(C(=O)N/N=C/c2c(C)nn(-c3ccccc3)c2Cl)c1,-2.0,1.0,97.7,-1.0,6.2,3.0,98.2,0.0,0.0,102.3,-2.0
CC(C)(C)S(=O)(=O)/C(C#N)=N/Nc1ccc(S(N)(=O)=O)cc1,-1.0,-4.0,?,1.1,2.4,0.0,99.8,0.0,-3.0,98.1,-2.0
COC(=O)c1cc(NC(=S)Nc2cc(Cl)cc(Cl)c2)cc(C(=O)OC)c1,-6.0,0.0,98.7,-0.5,-1.3,-2.0,98.4,-5.0,-8.0,100.9,-5.0
CSc1ccccc1NC(=O)c1ccoc1C,-2.0,1.0,100.4,-2.5,-2.0,-6.0,98.9,-2.0,-6.0,102.2,-3.0
O=C(CCSc1ccccc1)Nc1nnc(-c2cccs2)o1,-1.0,-5.0,78.8,0.0,3.5,-4.0,82.3,0.0,-4.0,91.9,-2.0
COC(=O)c1sc2nc[nH]c(=O)c2c1C,9.0,22.0,103.6,-1.1,2.3,17.0,106.5,13.0,21.0,110.3,19.0
Cc1cccc2cc(CN(Cc3cccnc3)C(=O)c3ccncc3)c(=O)[nH]c12,4.0,-10.0,101.3,0.5,1.5,-13.0,99.5,-3.0,-10.0,99.0,-1.0
N#Cc1ccccc1S(=O)c1ccccc1C(=O)Nc1ccccc1 (stereo not drawn),-3.0,-7.0,106.7,0.1,-0.4,-5.0,105.8,-2.0,-7.0,110.1,-2.0
COC(=O)C1=CN(Cc2cccs2)C=C(C(=O)OC)C1c1cccc(OC)c1OC,2.0,-17.0,98.1,2.2,9.0,-10.0,100.4,0.0,-4.0,100.3,-2.0
Cc1scc(C(=O)N2CCN(S(C)(=O)=O)CC2)c1-c1ccccc1,0.0,-8.0,105.3,1.0,2.4,-3.0,108.6,2.0,-5.0,104.6,-5.0
Cc1cccc(C(=O)NCCN2CCCC2)c1,0.0,-10.0,101.4,-0.2,-7.0,-3.0,101.9,0.0,-6.0,103.0,-4.0
CN(CP(=O)(O)CCc1ccccc1)S(C)(=O)=O,-3.0,-1.0,99.5,0.5,1.7,0.0,99.0,-2.0,-2.0,98.5,-3.0
CCOC(=O)c1c(NC(=O)c2cccc(N3C(=O)CCC3=O)c2)sc(C)c1C,-2.0,-2.0,103.2,-1.3,2.4,-3.0,102.0,0.0,-1.0,104.2,1.0
Cc1ccsc1/C=C1\Oc2cc(OCC(=O)c3ccccc3)ccc2C1=O,-4.0,-9.0,98.5,0.4,1.9,-6.0,103.0,1.0,-3.0,99.6,-6.0

# Part of the list above, set out differently:
# Sequence of screens: Bim-Bcl-W | Bfl-1 Bim block | RGS7-Gao | ABCB1 inh | ABCG2 inh | Bcl-2 Bim block | RGS4-Gao reg | Mcl-1 Bim block | Bim-Bcl-B | RGS8-Gao reg | Bcl-XL Bim block
- Cc1cccc(C(=O)NCCN2CCCC2)c1
 : 0.0 | -10.0 | 101.4 | -0.2 | -7.0 | -3.0 | 101.9 | 0.0 | -6.0 | 103.0 | -4.0
- Cc1scc(C(=O)N2CCN(S(C)(=O)=O)CC2)c1-c1ccccc1
 : 0.0 | -8.0 | 105.3 | 1.0 | 2.4 | -3.0 | 108.6 | 2.0 | -5.0 | 104.6 | -5.0
- Cc1ccsc1/C=C1\Oc2cc(OCC(=O)c3ccccc3)ccc2C1=O
 : -4.0 | -9.0 | 98.5 | 0.4 | 1.9 | -6.0 | 103.0 | 1.0 | -3.0 | 99.6 | -6.0

# The results go on.
SMILES,Bim-Bcl-W,Bfl-1 Bim block,RGS7-Gao,ABCB1 inh,ABCG2 inh,Bcl-2 Bim block,RGS4-Gao reg,Mcl-1 Bim block,Bim-Bcl-B,RGS8-Gao reg,Bcl-XL Bim block
O=C(CCCn1c(=S)[nH]c2ccc(Br)cc2c1=O)N1CCN(c2ccccn2)CC1,-3.0,3.0,103.2,0.0,0.6,0.0,100.2,-2.0,-14.0,98.1,-1.0
CCCCn1c(SCC(=O)Nc2cc(C(F)(F)F)ccc2Cl)nnc1C(CC)N(C)C (stereo not drawn),-5.0,0.0,82.6,6.0,42.1,0.0,84.1,-6.0,-7.0,94.4,-3.0
CO/N=C(/CNC(=O)c1ccc(Cl)cc1Cl)c1ccc(Cl)cc1,0.0,1.0,102.2,1.8,6.6,0.0,102.1,0.0,0.0,100.9,0.0
O=C(Nc1nnc(C2CC2)s1)c1cccc(S(=O)(=O)N2CC(c3ccccc3)CC2=O)c1 (stereo not drawn),-3.0,-12.0,104.3,-0.1,0.6,-7.0,101.1,0.0,-10.0,102.9,-5.0
COc1ccc(C(=O)Nc2ccc(S(=O)(=O)Nc3onc(C)c3C)cc2)cc1OC,3.0,0.0,100.7,-0.1,0.2,2.0,101.1,4.0,4.0,102.1,1.0
COc1cccc(NC(=O)c2cccc(C)c2[N+](=O)[O-])c1,0.0,-3.0,97.0,0.5,4.4,-1.0,95.2,0.0,0.0,97.5,0.0
Cc1cc(Sc2nc(N(C)C)nc(N(C)C)n2)nc(Cl)n1,0.0,-4.0,?,0.9,11.1,-4.0,103.1,-1.0,-5.0,100.8,0.0
CCOc1ccc(C(=O)NCC(=O)OCc2csc(-c3ccccc3)n2)cc1,-6.0,3.0,103.8,-0.3,33.6,1.0,101.4,-9.0,-3.0,102.2,-8.0
COCCCNC(=O)CC(NS(=O)(=O)c1ccc(Cl)cc1)c1ccco1 (stereo not drawn),1.0,3.0,116.7,0.7,2.0,7.0,117.2,0.0,0.0,119.1,3.0
COC(=O)c1cc(C(=O)OC)n(Cc2ccc(F)cc2)n1,1.0,-12.0,100.0,1.0,5.0,-9.0,100.9,-2.0,-7.0,99.4,-5.0
